CXCR6 inh = blocks human CXCR6 beta-arrestin recruitment; CHO-K1 PathHunter CXCR6 beta-arrestin, luminescence; inhibition, % at 20 µM; hit rate 0.36% among 360,000; AID 602244; in the data active = inhibition above about 34%, passing the limit was not always enough;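 note: antagonist mode with CXCL16 agonist at 10 nM final; 0% = 10 nM CXCL16 with DMSO and 100% = unstimulated wells without agonist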
ATG4B inhibitor = blocks human ATG4B protease cleavage of LC3 substrate. Q9Y4P1. ATG4B cleavage of LC3-PLA2, NBD-HPC fluorescence, 1 h. inhibition, % at 8.33 µM. hit rate 0.51% among 340,000; in the data active = inhibition above about 40%
CCR6 antag = CCR6 (human) receptor antagonism; P51684; CHO-K1 CCR6 PathHunter beta-arrestin, luminescence, CCL20-stimulated; inhibition, % at 20 µM; hit rate 0.49% among 340,000;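 active = compounds whose inhibition of the agonist-driven luminescence signal at 20 µM reaches about 50%, limit read from the data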;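 note: cells stimulated with CCL20 at 14 nM final; plate controls were DMSO with CCL20 for no effect and DMSO without agonist for full effect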
Target sequence (P51684 whole entry, looked up): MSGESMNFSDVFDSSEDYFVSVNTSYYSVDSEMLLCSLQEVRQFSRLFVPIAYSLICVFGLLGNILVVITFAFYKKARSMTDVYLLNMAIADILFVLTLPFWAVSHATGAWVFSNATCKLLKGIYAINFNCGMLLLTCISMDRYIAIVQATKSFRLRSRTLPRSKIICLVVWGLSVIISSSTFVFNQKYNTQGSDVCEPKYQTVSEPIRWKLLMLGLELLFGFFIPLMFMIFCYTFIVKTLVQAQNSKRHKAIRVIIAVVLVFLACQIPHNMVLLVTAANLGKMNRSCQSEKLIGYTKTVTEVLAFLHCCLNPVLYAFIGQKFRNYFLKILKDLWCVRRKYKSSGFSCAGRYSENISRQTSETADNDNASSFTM
APJ antagonist = APJ receptor antagonism; CHO-K1 APJ beta-arrestin complementation, luminescence; inhibition, % at 20 µM; hit rate 0.32% among 330,000; AID 2521;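 active = inhibition above about 40% at 20 µM, limit read from the data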;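 note: cells challenged with 10 nM apelin-13 agonist together with compound; plate controls were apelin-13 plus DMSO wells for no effect and DMSO wells lacking apelin-13 for full effect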
Target sequence (P35414 whole entry, looked up): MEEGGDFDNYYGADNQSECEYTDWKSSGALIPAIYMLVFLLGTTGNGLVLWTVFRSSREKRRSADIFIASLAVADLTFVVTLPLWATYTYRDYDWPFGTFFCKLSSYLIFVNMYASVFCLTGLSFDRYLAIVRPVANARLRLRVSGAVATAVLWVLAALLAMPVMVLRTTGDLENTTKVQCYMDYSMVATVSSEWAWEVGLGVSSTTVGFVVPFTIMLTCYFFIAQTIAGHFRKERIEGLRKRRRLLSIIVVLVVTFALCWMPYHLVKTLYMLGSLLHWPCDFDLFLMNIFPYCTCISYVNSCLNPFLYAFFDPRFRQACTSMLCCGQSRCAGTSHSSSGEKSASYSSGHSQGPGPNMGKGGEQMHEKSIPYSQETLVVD
Gli-Sufu antag = antagonists of Gli-Sufu signaling. Sufu-KO-LIGHT fibroblasts, Gli luciferase reporter luminescence. inhibition, % at 5 µM. hit rate 0.74% among 340,000;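 active = inhibition above about 55%, limit read from the data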;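 note: 0% = DMSO-treated cells and 100% = wells with medium but no cells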
UBC13 inh = human UBC13 polyubiquitination inhibition | P61088 | AID 485273 | hit rate 0.47% among 330,000 | inhibition, % at 20 µM | UBC13 polyubiquitin chain formation, TR-FRET; in the data active = inhibition above about 45%, passing the limit was not always enough
Target sequence (P61088 whole entry, looked up): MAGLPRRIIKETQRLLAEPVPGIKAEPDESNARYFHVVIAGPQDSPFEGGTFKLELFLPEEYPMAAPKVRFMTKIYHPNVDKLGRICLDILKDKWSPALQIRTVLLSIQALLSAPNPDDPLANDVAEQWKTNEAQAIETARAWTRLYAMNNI
APJ agonist = APJ receptor agonism; hit rate 0.11% among 330,000; P35414; activation, % at 20 µM; CHO-K1 APJ PathHunter beta-arrestin, luminescence; 0% DMSO wells, 100% apelin;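 active = activation more than six SD over the plate average, tested at 20 µM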;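 note: 0% = DMSO alone and 100% = apelin-13 at 10 nM; some results filed as inactive read as strong as hits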
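Assay system: engineered CHO-K1 APJ arrestin reporter cells; Amount: 1000 CHO-K1 reporter cells seeded per well; Dosing: one dose, 20 µM compound, 1% DMSO; Times: compound stimulation 90 min at 25 °C, detection 60 min; Measured by: luminescent beta-gal fragment complementation, chemiluminescent substrate; Read-out: APJ–arrestin association signal; Controls: DMSO vs Apelin-13 10 nM.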
EBI2 antag = blocks human EBI2 receptor beta-arrestin signaling; P32249; EBI2 beta-arrestin recruitment, luminescence, 7a,25-OHC stimulated; inhibition, % at 5 µM; hit rate 0.81% among 360,000; in the data active = inhibition above about 38%;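 note: enzyme fragment complementation signal reports receptor beta-arrestin coupling in cells; 0% = agonist plus DMSO wells and 100% = wells without agonist; some results beyond the cut were filed as inactive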
Active calls of the source: *; x = no result given. Random draw from the library; 3% or so of the library scored in one or more.

No.	mol	CCR6 antag	CXCR6 inh	UBC13 inh	Gli-Sufu antag	ATG4B inhibitor	EBI2 antag	APJ antagonist	APJ agonist
1	O=C(COC(=O)c1ccc(F)c(S(=O)(=O)N2CCOCC2)c1)NCCc1ccccc1	0	12	-2	3	2	1	26	7
2	O=C(NCC1CCCO1)c1ccc(COc2ccccc2Br)cc1 (configuration not stated)	14	-17	-1	-11	13	-8	4	1
3	NC(=S)Nc1ccc(F)c(F)c1F	1	6	-3	1	-3	1	0	-1
4	CCCc1nnc(NC(=O)Cn2cnc3ccccc3c2=O)s1	1	-9	5	-3	-3	-11	11	0
5	CCOC(=O)C1=C(C)N=c2s/c(=C\c3ccc(OCC(=O)O)cc3)c(=O)n2C1c1ccccc1 (configuration not stated)	3	10	-24	5	2	-3	3	-2
6	Cn1c(SCC(=O)NC(=O)Cc2ccccc2)nnc1-c1ccc(F)cc1	8	2	9	1	-7	-4	2	-6
7	CC(C)CCC[C@@H](C)[C@H]1CC[C@H]2[C@@H]3C(=O)C=C4C[C@@H](O)CC[C@]4(C)[C@H]3CC[C@]12C	-17	-2	31	-15	-22	-7	20	10
8	O=C(/C=C/c1cccs1)NCc1ccccc1	20	4	-17	-9	0	1	-8	1
9	O=C(Nc1cccc(Cl)c1)c1csc(-c2ccccc2)n1	2	-3	-3	-1	6	6	3	-1
10	COc1ccc(S(=O)(=O)CCC(=O)NCCc2ccc(Cl)cc2)cc1	-6	1	-19	-21	-1	2	-6	-2
11	COc1ccccc1-c1nc(C#N)c(N2CCc3ccccc3C2)o1	-8	11	16	-14	26	-4	-14	-1
12	CCCc1n(CC(O)COCc2ccccc2)c2ccccc2[n+]1C (configuration not stated)	7	-5	4	10	3	-6	-14	-2
13	Cc1cc(NS(=O)(=O)c2ccc(NC(=O)NC3CCCCC3)cc2)no1	-6	4	-14	-4	-2	-1	6	-5
14	CCCCCCCCC(=O)NNC(=O)c1c(O)c2ccccc2n(CC)c1=O	-5	13	12	-6	8	-2	4	-3
15	COc1ccc(NC(=O)N(C)C[C@@H]2Oc3c(NC(=O)Nc4c(C)noc4C)cccc3C(=O)N([C@@H](C)CO)C[C@@H]2C)cc1	7	-2	5	5	-5	-6	13	-2
16	CS(=O)(=O)N(CC(=O)Nc1ccc(S(=O)(=O)N2CCCC2)cc1)c1ccccc1F	9	-10	9	0	-15	-2	-18	1
17	O=C(Nc1ccccc1)C12CC3CC(C1)CC(n1cnc([N+](=O)[O-])n1)(C3)C2	17	-6	5	0	-3	-9	2	-1
18	COc1ccc(S(=O)(=O)N2CCN(CCOc3ccccc3Cl)CC2)cc1OC	11	-6	11	4	-36	-2	3	-5
19	O=C(Nc1nnc(-c2ccco2)o1)c1ccc([N+](=O)[O-])s1	10	7	-1	-10	-1	-6	-10	-8
20	CCn1c(CNC(=O)c2ccccc2F)cc2cc(C)ccc21	17	-1	3	6	19	9	6	-4
21	CCOC(=O)N1CCN(C(=O)CN(CC)S(=O)(=O)c2cc(C)ccc2OC)CC1	5	-4	-2	4	3	-4	-40	-3
22	COC(=O)c1ccc(N2CCN(S(=O)(=O)c3ccc(Br)cc3)CC2)c([N+](=O)[O-])c1	-9	-10	0	4	-11	12	14	-3
23	COc1ccccc1NC(=O)C(C)OC(=O)CN1C(=O)C2CC=CCC2C1=O (configuration not stated)	6	5	5	-2	0	-3	-56	-4
24	COc1ccc(C2OC(=O)CC2C(=O)NCc2ccc(Cl)cc2)cc1OC (configuration not stated)	1	-3	12	-55	-2	3	-4	-4
25	Cc1cc(C)c(C(=O)C(C)OC(=O)Cc2n[nH]c(=O)c3ccccc23)cc1C (configuration not stated)	8	-1	-9	5	3	0	10	7
26	O=C(NCc1cccc(CNC(=O)Nc2cccc(O)c2)c1)Nc1cccc(O)c1	9	3	2	5	27	-6	-4	-1
27	CC(C)c1ccc(C(=O)NCCCN2CCN(CCCNC(=O)c3ccc(C(C)C)cc3)CC2)cc1	10	-7	38	29	-16	1	16	-2
28	COCCCN1CC(=O)N2C(c3cccc(OC)c3)c3[nH]c4ccccc4c3C[C@H]2C1=O (some centres not stated)	12	6	6	24	-8	21	-17	-1
29	COc1cnc(SCC(=O)O)[nH]c1=O	3	-5	2	62*	-9	3	2	1
30	CN1C(=O)c2c(sc3c2CC(C)(C)SC3)N2CCN=C12	-9	-5	2	11	5	2	19	-3
31	Cc1cc(=O)n(C(C)Cc2ccccc2)n1C(C)Cc1ccccc1 (configuration not stated)	11	-9	x	21	3	1	x	x
32	CC1=NN(c2ccccc2)C(=O)C1C(=O)c1ccc([N+](=O)[O-])cc1 (configuration not stated)	13	2	8	-4	5	-8	9	-4
33	Cc1cc(C2CC(=O)Nc3ccccc3S2)c(C)s1 (configuration not stated)	8	5	0	-3	-2	-3	0	1
34	CC(=O)NC(=S)NNC(=O)COc1ccc([N+](=O)[O-])cc1	12	8	13	10	-4	5	-2	-5
35	Cc1nn(Cc2c(F)c(F)c(F)c(F)c2F)c(C)c1NC(=O)c1cccc(COc2ccc(Cl)cc2)c1	-5	3	0	-49	57*	36	-9	-4
36	COC(=O)C1=C(C)OC(N)=C(C#N)C1c1ccco1 (configuration not stated)	10	10	-3	0	-12	5	18	-1
37	CCOC(=O)c1ccc(NC(=S)N2CCC(C(N)=O)CC2)cc1	-25	1	7	2	5	4	-10	0
38	COc1ccc(C(=O)NCCc2cccc(Cl)c2)cc1OC1CCN(C(C)=O)CC1	3	8	1	6	-2	-2	17	-6
39	Cc1csc(NC(=O)CSC2=NS(=O)(=O)c3cc(F)ccc3N2)n1	9	-2	-9	-12	-4	-2	6	-2
40	COCCN(CC1CCCN(C2Cc3ccccc3C2)C1)C(=O)c1cccc(C)c1 (configuration not stated)	-6	12	8	-24	-5	2	7	2
41	Cc1cccc(C(=O)N[C@H](C(=O)NCc2cccs2)C(C)C)c1	4	-4	2	2	-10	-6	8	-3
42	N#Cc1cn(CC(=O)O)c2ccccc12	13	-1	-10	-4	1	-7	-6	2
43	COc1ccccc1C(=O)Nc1ccc(OCC(=O)N2CCCCC2)cc1	6	-8	10	-9	-31	-5	-2	-4
44	CCN1CC(CN(C)Cc2nc(-c3ccco3)oc2C)CC1=O (configuration not stated)	5	-2	8	26	-9	0	14	-5
45	CCOC(=O)Cn1c(CN2CCOCC2)nc2c1c(=O)n(C)c(=O)n2C	3	-2	6	6	-4	-11	9	-1
46	O=C(CSc1nc(-c2ccccc2)cc(C(F)(F)F)n1)NCc1ccco1	11	-5	2	4	-10	-4	11	-6
47	O=C1CC(Cc2ccccc2)C(=O)N1c1ccc(Cl)cn1 (configuration not stated)	-14	0	-3	-3	-4	2	-1	-7
48	O=C(O)Cc1ccccc1C(=O)O	5	2	1	4	3	9	9	-4
49	CSc1nc(C)cc(OCC#N)n1	-5	0	2	4	-4	2	8	7
50	O=C(N=C1SC2CS(=O)(=O)CC2N1c1cccc(F)c1)C1CC1 (configuration not stated)	13	1	-7	3	-4	-10	-10	2

Taken from above:
Entry for cpd 49 under EBI2 antag: 2
Entry for cpd 29 under EBI2 antag: 3
Entry for cpd 34 under Gli-Sufu antag: 10

(cont.)
No.	mol	CCR6 antag	CXCR6 inh	UBC13 inh	Gli-Sufu antag	ATG4B inhibitor	EBI2 antag	APJ antagonist	APJ agonist
51	COC(=O)C1=C(C)N(CCc2ccc(OC)c(OC)c2)C(=O)/C1=C\N(C)C	4	-3	-10	-6	1	4	-4	-1
52	COc1ccc(S(=O)(=O)N2CCOCC2)cc1NC(=O)CCNC(=O)c1ccc([N+](=O)[O-])cc1	1	1	-4	7	0	-20	-13	2
53	NC(=O)c1nsc(C(=O)N(c2ccc(F)cc2)C(C(=O)NCC2CCCO2)c2ccc3ncccc3c2)c1N (configuration not stated)	16	2	28	3	6	6	18	2
54	O=C(NCC1CCCO1)c1cc(S(=O)(=O)Nc2ccc(Br)cc2)ccc1Cl (configuration not stated)	6	4	-6	15	-1	-2	-13	0
55	COc1ccc(NS(=O)(=O)c2cccc(C(=O)NNC(=O)COc3ccccc3)c2)cc1	5	-3	-3	-9	5	2	2	-6
56	CN(C)c1ccc(N2C(=O)CC(Nc3ccc(N4CCOCC4)cc3)C2=O)cc1 (configuration not stated)	-15	-4	-2	-3	-4	-3	8	-2
57	COc1cc(NC(=O)NS(=O)(=O)c2ccc(C)cc2)cc(OC)c1	2	-6	-4	10	-1	-6	4	0
58	C=CCNC(=O)c1onc(CSc2cc(C)cc(C)c2)c1C(=O)O	8	0	-13	-23	-6	-2	4	-5
59	Cc1onc(-c2ccccc2)c1C(=O)NC(=S)NNC(=O)c1ccc(O)cc1	32	22	-6	3	11	-6	17	2
60	CC1=C(C(=O)Nc2ccccc2C)C2(CCCCC2)C(C(N)=O)C(=S)N1 (configuration not stated)	8	0	-6	-7	-5	-4	2	-1
61	COc1cccc2oc3cc(C#CC4(O)CCCCC4)ccc3c(=O)c12	-12	-20	25	-34	-25	0	-10	3
62	Cc1ccc(S(=O)(=O)N2CCN(C(=O)c3c(-c4ccccc4)noc3C)CC2)c(C)c1	6	4	0	7	-9	-1	1	-1

Fetched by structure from above, six records:
No.	mol	CCR6 antag	CXCR6 inh	UBC13 inh	Gli-Sufu antag	ATG4B inhibitor	EBI2 antag	APJ antagonist	APJ agonist
44	CCN1CC(CN(C)Cc2nc(-c3ccco3)oc2C)CC1=O (configuration not stated)	5	-2	8	26	-9	0	14	-5
32	CC1=NN(c2ccccc2)C(=O)C1C(=O)c1ccc([N+](=O)[O-])cc1 (configuration not stated)	13	2	8	-4	5	-8	9	-4
21	CCOC(=O)N1CCN(C(=O)CN(CC)S(=O)(=O)c2cc(C)ccc2OC)CC1	5	-4	-2	4	3	-4	-40	-3
40	COCCN(CC1CCCN(C2Cc3ccccc3C2)C1)C(=O)c1cccc(C)c1 (configuration not stated)	-6	12	8	-24	-5	2	7	2
19	O=C(Nc1nnc(-c2ccco2)o1)c1ccc([N+](=O)[O-])s1	10	7	-1	-10	-1	-6	-10	-8
57	COc1cc(NC(=O)NS(=O)(=O)c2ccc(C)cc2)cc(OC)c1	2	-6	-4	10	-1	-6	4	0

An excerpt from above with just CXCR6 inh, APJ agonist and ATG4B inhibitor.
item | mol | CXCR6 inh | APJ agonist | ATG4B inhibitor
43 | COc1ccccc1C(=O)Nc1ccc(OCC(=O)N2CCCCC2)cc1 | -8 | -4 | -31
15 | COc1ccc(NC(=O)N(C)C[C@@H]2Oc3c(NC(=O)Nc4c(C)noc4C)cccc3C(=O)N([C@@H](C)CO)C[C@@H]2C)cc1 | -2 | -2 | -5
27 | CC(C)c1ccc(C(=O)NCCCN2CCN(CCCNC(=O)c3ccc(C(C)C)cc3)CC2)cc1 | -7 | -2 | -16

Compound activity: PubChem BioAssay, Sanford-Burnham Center for Chemical Genomics
